# KDM5B inhibitor: Primary screen for KDM5B Histone Demethylases FDH-coupled qHTS | AID 1347165, 2019 | Lysine-specific demethylase 5B (Homo sapiens), Q9UGL1 | Potency, µM (highest dose often 57.7 µM), inactives show at the highest dose activity change, negative = inhibition, hits mostly inhibitors | KDM5B demethylase, FDH-coupled NADH fluorescence (FDH is formaldehyde dehydrogenase) | 2.6% of 220,000 active; active means well fitted inhibition curve with a large enough effect; inconclusive means small, poorly fitted or top-dose-only effect; inactive means no such curve, though single readings can be large or run the other way; further: 0% is about no effect; nearly all actives have a fitted effect of over 70% in size
# Target sequence (Q9UGL1 whole entry, looked up): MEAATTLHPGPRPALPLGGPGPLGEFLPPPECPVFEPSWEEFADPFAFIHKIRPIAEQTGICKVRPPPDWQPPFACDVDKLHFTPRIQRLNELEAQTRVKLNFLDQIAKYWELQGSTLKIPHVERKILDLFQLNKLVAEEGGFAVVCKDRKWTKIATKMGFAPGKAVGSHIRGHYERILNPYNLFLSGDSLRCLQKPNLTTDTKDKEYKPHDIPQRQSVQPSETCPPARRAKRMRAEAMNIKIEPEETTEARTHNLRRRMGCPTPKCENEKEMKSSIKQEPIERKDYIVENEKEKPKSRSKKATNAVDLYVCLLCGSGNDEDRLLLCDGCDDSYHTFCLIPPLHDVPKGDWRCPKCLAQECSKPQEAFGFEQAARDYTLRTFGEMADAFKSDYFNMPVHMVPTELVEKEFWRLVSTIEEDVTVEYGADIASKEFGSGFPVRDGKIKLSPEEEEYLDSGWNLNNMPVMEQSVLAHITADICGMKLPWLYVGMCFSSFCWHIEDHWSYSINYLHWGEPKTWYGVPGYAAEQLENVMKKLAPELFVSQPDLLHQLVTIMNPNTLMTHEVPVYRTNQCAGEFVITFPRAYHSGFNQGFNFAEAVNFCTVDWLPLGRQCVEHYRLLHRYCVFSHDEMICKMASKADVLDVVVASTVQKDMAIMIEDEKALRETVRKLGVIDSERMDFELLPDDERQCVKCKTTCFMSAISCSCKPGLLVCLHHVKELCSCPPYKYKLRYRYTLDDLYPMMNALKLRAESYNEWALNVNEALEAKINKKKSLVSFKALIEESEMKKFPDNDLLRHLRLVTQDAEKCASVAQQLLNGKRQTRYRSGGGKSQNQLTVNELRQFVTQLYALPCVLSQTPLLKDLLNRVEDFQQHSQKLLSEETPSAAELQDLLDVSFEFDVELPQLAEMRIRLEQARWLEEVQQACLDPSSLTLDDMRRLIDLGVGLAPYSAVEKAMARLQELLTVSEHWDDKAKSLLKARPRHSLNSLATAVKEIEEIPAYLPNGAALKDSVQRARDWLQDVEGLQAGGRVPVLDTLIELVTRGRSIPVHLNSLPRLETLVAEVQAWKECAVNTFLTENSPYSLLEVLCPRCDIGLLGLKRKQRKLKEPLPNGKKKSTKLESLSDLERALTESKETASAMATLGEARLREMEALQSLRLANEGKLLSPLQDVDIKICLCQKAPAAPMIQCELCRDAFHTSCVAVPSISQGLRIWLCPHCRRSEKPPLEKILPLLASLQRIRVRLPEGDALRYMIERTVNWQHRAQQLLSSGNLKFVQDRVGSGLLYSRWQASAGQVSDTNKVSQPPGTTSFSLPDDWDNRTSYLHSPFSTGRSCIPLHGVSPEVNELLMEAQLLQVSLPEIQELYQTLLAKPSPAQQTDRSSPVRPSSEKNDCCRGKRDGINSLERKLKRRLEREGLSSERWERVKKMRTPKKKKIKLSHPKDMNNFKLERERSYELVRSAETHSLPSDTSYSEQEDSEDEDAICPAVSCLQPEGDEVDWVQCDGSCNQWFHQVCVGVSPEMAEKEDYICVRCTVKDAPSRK
#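 qHTS format, multiple compound concentrations. Buffer 50 mM HEPES pH 7.5/0.01% Tween-20; 200 nM KDM5BΔAP final; 10 min compound preincubation; substrate-mix levels 12.5 µM peptide, 25 µM α-KG, 0.25 mM NAD⁺; 30 min RT; ΔRFU.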
# The depositor's hits bear a star; i = inactive; u = inconclusive; & = joins results of further samples; [ ] = remark or other dose. Potency means the concentration at half of the fitted maximal effect. A portion of the library; rates above refer to the full screens.
mol,KDM5B inhibitor
CC[C@H]1CN(Cc2ccncc2)CC[C@H]1CC(=O)N1CCC(C(=O)OC)CC1,-26%[86.2 µM]
Cc1ccsc1C(=O)N1CCC(c2nn(C)c3c2COCC3)CC1,6%
Cc1ccc(SCCNC(=O)c2nccnc2N)cc1,-18%
COc1ccc(C(=O)NC2CCN(c3cc(-c4ccc(F)cc4)[nH]n3)C2)cc1 (centres undefined),u
CC(C)(CNC(=O)NCc1nc2ccccc2s1)N1CCOCC1,u
NC(=O)NCC(=O)N1CCC2(CCC(=O)N(Cc3ccccn3)C2)CC1,-14%
Cc1ccccc1-n1cc(-c2ccnc(NC(C)Cc3ccncc3)n2)cn1 (centres undefined),25µM*
COc1ccccc1CNC(=O)c1nn(C)c(=O)c2ccccc12,7%
O=C(c1cn[nH]c1)N1C[C@@H](COCC2CC2)[C@H](c2ccncc2)C1,17%
CCOCCOC1CCN(C(=O)Cc2cccnc2)CC1,-35%
CCn1cc2nc(SCc3cccc(C)c3)n(CCc3ccccc3)c(=O)c2n1,-7%
Cc1cc(C(=O)COC(=O)c2ccc(CO)cc2)c(C)s1,17%
O=C(CCC[C@@H]1[C@H]2CCCN3CCC[C@@H](CN1C(=O)c1cc(F)ccc1F)[C@@H]23)NCC1CC1,-30%
CC(=O)c1ccc(N2CCN(c3ccc4cc(S(=O)(=O)N5CCCCC5)ccc4n3)CC2)cc1,u
CS(=O)(=O)CC[C@@H](C(=O)NCCc1ccccc1)N1Cc2ccccc2C1=O,u
Cc1cn2c3c(=O)[nH]c(=O)n(C)c3nc2n1CCNc1cccc(Cl)c1,-6%
CCOC(=O)CNC(=O)N1CCN(c2nnc(C)c3c(C)n(-c4ccc(Cl)cc4)nc23)CC1,-8%
Cc1cc(OCC(=O)OCCCC(=O)c2ccc(F)cc2)ccc1Cl,9%
O=C1[C@H]2CN(Cc3cccc(Cl)c3F)C[C@H]2C(=O)N1Cc1ccc2c(c1)OCO2,-13%
CC(C)CC1NC(=O)N(Cc2cc(F)cc3cccnc23)C1=O (centres undefined),1%
CCn1c(CN2CCN(c3cccc(Cl)c3)CC2)nc2c1c(=O)[nH]c(=O)n2C,-27%
NC(Cc1ccccc1)(Cc1ccccc1)C(=O)O,6%
O=C(C1CC(=O)N(C2CC2)C1)N1CCC(Oc2cccnc2)CC1 (centres undefined),27%
COc1ccccc1N(CC(O)Cn1cnc2ccccc21)S(=O)(=O)c1ccc(C)cc1 (centres undefined),6%
O=C(Cn1ccc2ccccc2c1=O)NCC(=O)N1CCN(c2ccccc2F)CC1,-7%
CC(=O)N1CCCc2cc(S(=O)(=O)N3CCCC(C(=O)NCc4ccccc4Cl)C3)ccc21 (centres undefined),16%
COC(=O)N1CCc2nc(-c3ccc(Cl)cc3)nc(-c3ccccc3)c2C1,-19%
Cc1ccc2nc(-c3ccc(Cl)c(NC(=O)c4cccc([N+](=O)[O-])c4C)c3)oc2c1,-12%
O=C1NCCOCCN(C(=O)Cc2cccc(F)c2)[C@H]2CCC[C@@H]12,-4%
Cc1cc(C)c(NC(=O)CSc2nncn3c2cc2oc(C)cc23)c(C)c1,u
COc1ccccc1C(=O)NCC(=O)OCCCOC(=O)CNC(=O)c1ccccc1OC,19%
O=C(c1ccoc1)N1CCC(c2nc(C3CCOCC3)no2)C1 (centres undefined),-2%
CCN(CC)CCNc1nc(C23CC4CC(CC(C4)C2)C3)cs1,3%
CCOCCCNC(=O)N1CCN(S(=O)(=O)c2ccc3c(ccn3C)c2)CC1,7%
CSc1cccc(NC(=O)Cn2nc(C)c3sc4ccccc4c3c2=O)c1,-19%
CC1(C)CC(NS(=O)(=O)c2ccc3ccccc3c2)CC(C)(C)N1,30%
NS(=O)(=O)c1cccs1,20%
Cn1nc(C(=O)OCC(=O)c2ccc(OC(F)F)cc2)c2ccccc2c1=O,-10%
O=C(N[C@@H]1C[C@H](Cn2cc(-c3cccnc3)nn2)[C@@H](O)[C@H]1O)c1ccccc1,u
COC[C@H]1CCCN1C(=O)C(C)[C@@H]1CC[C@@]2(C)CC[C@H](NC(C)=O)[C@@H](C)[C@@H]2[C@H]1O (some centres undefined),-12%[86.2 µM]
O=C(Nc1ccc2c(c1)OCCO2)N1c2ccccc2Sc2ccccc21,17%
O=C(N1C[C@@H](CO)[C@H](c2ccccn2)C1)C1(c2ccccc2)CCCC1,4%
Cc1ccc2nc(Cl)c3cc(C(=O)NC4CCCC4)sc3c2c1,10%
C=C(C)Cn1c(N2CCN(c3ccccc3)CC2)nc2c1c(=O)n(C)c(=O)n2C,9%
C[C@@H]1CN(C(=O)C2CCS(=O)(=O)CC2)C[C@]1(C)O,0%
Cc1noc(C)c1[S+](=O)([O-])N1CCC(c2nnc3n2C(C(=O)O)CC3)CC1 (centres undefined),u
Cc1ccc(C)c(NC(=O)CSc2nnc(NC(=O)Nc3ccccc3)s2)c1,-1%
O=C(O)c1c(CNCc2cccc(F)c2)c2ccccc2n1Cc1ccccc1,-25%
C/C=C/C=C/C(=O)NC1CCCc2ccccc21 (centres undefined),-13%
CN(C)c1ccc(NC(=O)C2(c3cccs3)CCOCC2)cc1,-14%
Cc1ccc(CSCC(=O)N2CCN(c3ccccc3F)CC2)cc1,-23%
O=C(Cc1cccc(F)c1)Nc1ccccc1C(F)(F)F,13%
COc1ccc(N2C(=O)CSC23CCN(C(=O)c2ccccc2Br)CC3)cc1,35µM*
C=CCNc1nc(C(=O)OCC(=O)c2cc(C)n(C3CC3)c2C)cs1,-26%
COc1cc(/C=N/O)ccc1OC(F)F,14%
CCOC(=O)c1c(C)c(CCC(=O)NCCN2CCCCC2)c(C)n1C,10%
CC(=O)N1CCc2cc(CNC(=O)c3ccccc3Br)ccc21,11%
CCc1cccc(C)c1NC(=O)CCCN1C(=O)C(c2ccccc2)Oc2cccnc21 (centres undefined),-16%
COc1ccc(CNC(=O)c2cnc3sc4cc(OC)ccc4n3c2=O)cc1,-6%
CCn1nc(C(=O)Nc2cccc(S(=O)(=O)NC3=NCCC3)c2)c2ccccc2c1=O,-5%

# An excerpt from above in order of their number in KDM5B inhibitor, largest number first:
SMILES	KDM5B inhibitor
CCN(CC)CCNc1nc(C23CC4CC(CC(C4)C2)C3)cs1	3%
CSc1cccc(NC(=O)Cn2nc(C)c3sc4ccccc4c3c2=O)c1	-19%
Cc1ccc(CSCC(=O)N2CCN(c3ccccc3F)CC2)cc1	-23%

# (next part)
mol,KDM5B inhibitor
COC[C@H]1CCCN1C(=O)C[C@@H]1C[C@H]2O[C@H](CNC(=O)N[C@@H](C)c3ccccc3)[C@@H](O)[C@H]2O1,27%
CCOc1ccc(-c2cc(C(=O)NCCc3ccc(OC)c(OC)c3)[nH]n2)cc1,6%
Cn1nc(C(=O)N2CCCCCCNC(=O)[C@@H]3CCCC[C@@H]32)c2ccccc21,-16%
CC(C)c1cnc2c(c1SCC(=O)Nc1cccc(F)c1)c(=O)n(C)c(=O)n2C,-28%
Cc1ccc2oc(-c3cccc(NC(=O)c4ccccc4[N+](=O)[O-])c3C)nc2c1,-4%
Cc1cc(Cl)ccc1NC(=O)CN1c2ccc(S(N)(=O)=O)cc2CC1C (centres undefined),-6%
CCCc1nc(C(=O)N[C@@H]2CCOC[C@H]2Oc2ccccn2)cs1,-6%
CCOc1ccc(S(=O)(=O)N(CC)CC(=O)NC2CC2)cc1Cl,17%
FC(F)(F)c1cccc(N/N=C/c2cccs2)c1,-6%
COc1ccc(C(=O)N2CC(C(=O)NCCc3ccccc3)CC(c3ccccc3)C2)cc1OC (centres undefined),16%
Cc1ccc2c(CN(C)Cc3ccc(Cl)cc3)cc(=O)oc2c1,-2%
O=C(C1CCCN(C2CCN(C3Cc4ccccc4C3)CC2)C1)N1CCCC1 (centres undefined),-15%
N#Cc1ccc(N2CCN(CCCOCC(F)(F)F)CC2)c([N+](=O)[O-])c1,3%
CCOc1cc(/C=C/C(=O)c2ccc(OC)c(Br)c2)ccc1OC,14%
COCCN1C(=O)c2ccccc2C(C(=O)Nc2ccc(NC(C)=O)cc2)C12CCCCC2 (centres undefined),-16%
Cc1nc(CCNS(=O)(=O)c2ccc3c(c2)OCCO3)no1,35%[activator]
O=C(CCc1ncc(-c2ccc(F)cc2)o1)N1CCN(S(=O)(=O)c2ccc(F)cc2)CC1,15%
CSc1ncc(Cl)c(C(=O)N(Cc2ccc(C(C)C)cc2)C2CCS(=O)(=O)C2)n1 (centres undefined),u
CCOC(=O)C(NC(=O)C(C)Oc1ccc(Cl)cc1Cl)C(=O)OCC (centres undefined),13%
Cc1ccc(-c2noc([C@@H]3Cc4nc[nH]c4CN3CC3CCCCC3)n2)cc1,u
COc1ccc(NCc2cc3cc4c(cc3n(CC(=O)Nc3ccc(F)cc3)c2=O)OCCO4)cc1,u
COc1ccc(-n2nc3n(c2=O)CCN(C(=O)c2ccccc2OC)C3)cc1,23%[115 µM]
O=C1CCN(C(=O)c2ccccc2)CCCC(C(=O)NCc2cccc(C(F)(F)F)c2)CCN1 (centres undefined),-14%
CSc1ccc(-c2ccc(C(=O)O)cc2)cc1,i
CC(=O)N/C(=C/c1cccnc1)C(=O)O,-22%
Cc1c(-c2cccc(Cl)c2)nn2c1NC(=O)CC2C(=O)Nc1ccc2c(c1)OCO2 (centres undefined),4%
Cc1cc(C(=O)N2CCCCCC2)cc(S(=O)(=O)N2CCC(C)CC2)c1C,-19%
Cc1ccc(CSc2nc3ccc(NC(=O)COc4ccccc4F)cc3s2)cc1,2%
Cc1cc(C)c(Cn2c3ccccc3c3cnn(CC(=O)NCc4cccs4)c(=O)c32)c(C)c1,-12%
Cc1noc(-c2ccc3c(c2)OCO3)c1C(=O)NC(C)CCc1ccccc1 (centres undefined),28µM*
C/C=C/CN(Cc1ccco1)Cc1cccs1,15%
CCCCCCN(CCC(=O)NCCc1ccccc1)C(=O)c1cc(C)oc1C,u
O=C(Nc1nc(-c2ccc(Br)s2)cs1)C1CCN(C(=O)C2CC2)CC1,-2%
Cc1cccc(NC(=O)c2cc3n(n2)CC(c2ccc4c(c2)OCO4)OC3)c1 (centres undefined),u
COc1ccc(CC(=O)Oc2ccc3cc(Br)ccc3c2)cc1OC,2%
COCc1nc(C2CC(Nc3ccnc4cc(Cl)ccc34)C2)cc(=O)[nH]1 (centres undefined),u
Cn1c(=O)c2ccccc2n2c(CCC(=O)N3CCN(c4cccc(Cl)c4)CC3)nnc12,-14%
c1cc(-c2nc(C3CCOC3)nn2C2CCCCC2)co1 (centres undefined),-12%
CC(CNC(=O)c1n[nH]c(=O)c2ccccc12)(c1ccccc1)c1ccccc1,-7%
CC(C)OCCSc1nnc(-c2nn(Cc3ccccc3)c(=O)c3ccccc23)o1,-6%
Cc1cccc(NC(=O)Nc2ccc(Br)cc2)n1,-6%
COC(=O)[C@H]1C[C@@]2(n3ccc4ccccc43)c3ccccc3N(S(=O)(=O)c3ccccc3)[C@H]2N1C(=O)CNC1CCCCC1,u
CCCc1ccc(OCCN)cc1,13%
Cc1ccc(-c2nn(CCC(=O)Nc3ccc(Cl)c(Cl)c3)c(=O)c3ccccc23)cc1,-36%
CCOC(=O)C(N)c1c(C)nn(-c2cccc(C(F)(F)F)c2)c1C (centres undefined),11%
O=C(COC(=O)c1cc2ccccc2[nH]1)c1ccc[nH]1,-16%
COc1ccc(Cl)cc1C(=O)NC1CC(=O)N(c2ccc(F)cc2)C1 (centres undefined),-11%
O=C(Nc1sc2c(c1C(=O)Nc1cccc(Cl)c1)CCCC2)c1cccs1,u
O=C(O)c1cc2ccccc2s1,21%
O=C1CC(c2ccccc2)N(C(=O)C2CC2)CCCN(C(=O)Cc2cccnc2)CCN1 (centres undefined),-5%
CC(C)CNC(=S)NC(=O)c1csc([N+](=O)[O-])c1,-3%
CCCCN(C)C(=O)Cn1nc(C)c2sc(-c3ccccc3)nc2c1=O,28µM*
Cc1c(Cl)cccc1-n1c(CCC(=O)O)ccc1-c1cccs1,u
COCC(=O)N[C@H]1C[C@@H](Cc2cc(CN(C)C)on2)C1(C)C,28%[86.2 µM]
N/C(=N\c1nc2ccccc2o1)NC(=O)c1cccc(Br)c1,14%&0%
CC(CNC(=O)Cn1ncc2c3ccccc3n(Cc3cccc(Cl)c3)c2c1=O)c1ccccc1 (centres undefined),u

# A different layout for four compounds above.
> N/C(=N\c1nc2ccccc2o1)NC(=O)c1cccc(Br)c1
  KDM5B inhibitor: 14%&0%
> C/C=C/CN(Cc1ccco1)Cc1cccs1
  KDM5B inhibitor: 15%
> Cc1cccc(NC(=O)c2cc3n(n2)CC(c2ccc4c(c2)OCO4)OC3)c1 (centres undefined)
  KDM5B inhibitor: u
> Cc1ccc(-c2nn(CCC(=O)Nc3ccc(Cl)c(Cl)c3)c(=O)c3ccccc23)cc1
  KDM5B inhibitor: -36%
